Source: PubChem
TCR act = activates T cell receptor signaling; primary human leukocytes, anti-CD3, IL-2 HTRF, 48 h; Potency, µM (titrated, usually from 9.22 µM), inactives show at the top dose activation of IL-2 secretion, most hits filed as activators; 330,000 tested, under 10 active; AID 504894; active = well fitted activation curve with a large enough effect; note: % of control where 0% means no effect
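TCR engagement came from a-CD3 beads alone, with compounds added to primary human leukocytes for 48 hr. Secreted IL-2 bridged europium cryptate- and d2-labelled anti-IL-2 antibodies, giving FRET emission at 665nm after 320nm excitation.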
KCNH2 3.1 block = blocks the human KCNH2 3.1 channel isoform; activity change, % (tested at about 1.8 µM); 0.95% of 340,000 active; U2OS KCNH2 3.1, thallium flux FluxOr; hits give low values;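 active = maximum activity change below -70%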;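 note: thallium influx rate constant from kinetic fluorescence after stimulation buffer; % is set by controls: 0 for no effect and ±100 for the full control effect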
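Virally transduced U2OS (3.1 isoform, 4 h infection in dark at RT) → overnight 37 C → FluxOr + Red40 in HBSS/HEPES, 45 min → stimulation buffer, 2 min kinetic read → rate constant vs DMSO controls.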
KCNH2 WT inh = inhibitors of human wildtype KCNH2 potassium channel | 0.37% of 340,000 active | Q12809 | AID 720551 | U2OS, BacMam KCNH2, thallium flux FluxOr; hits give low values | activity change, % at 1.84 µM;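 active = maximum activity change below -70%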; note: % is set by controls: 0 for no effect and ±100 for the full control effect
Target sequence (Q12809 whole entry, looked up): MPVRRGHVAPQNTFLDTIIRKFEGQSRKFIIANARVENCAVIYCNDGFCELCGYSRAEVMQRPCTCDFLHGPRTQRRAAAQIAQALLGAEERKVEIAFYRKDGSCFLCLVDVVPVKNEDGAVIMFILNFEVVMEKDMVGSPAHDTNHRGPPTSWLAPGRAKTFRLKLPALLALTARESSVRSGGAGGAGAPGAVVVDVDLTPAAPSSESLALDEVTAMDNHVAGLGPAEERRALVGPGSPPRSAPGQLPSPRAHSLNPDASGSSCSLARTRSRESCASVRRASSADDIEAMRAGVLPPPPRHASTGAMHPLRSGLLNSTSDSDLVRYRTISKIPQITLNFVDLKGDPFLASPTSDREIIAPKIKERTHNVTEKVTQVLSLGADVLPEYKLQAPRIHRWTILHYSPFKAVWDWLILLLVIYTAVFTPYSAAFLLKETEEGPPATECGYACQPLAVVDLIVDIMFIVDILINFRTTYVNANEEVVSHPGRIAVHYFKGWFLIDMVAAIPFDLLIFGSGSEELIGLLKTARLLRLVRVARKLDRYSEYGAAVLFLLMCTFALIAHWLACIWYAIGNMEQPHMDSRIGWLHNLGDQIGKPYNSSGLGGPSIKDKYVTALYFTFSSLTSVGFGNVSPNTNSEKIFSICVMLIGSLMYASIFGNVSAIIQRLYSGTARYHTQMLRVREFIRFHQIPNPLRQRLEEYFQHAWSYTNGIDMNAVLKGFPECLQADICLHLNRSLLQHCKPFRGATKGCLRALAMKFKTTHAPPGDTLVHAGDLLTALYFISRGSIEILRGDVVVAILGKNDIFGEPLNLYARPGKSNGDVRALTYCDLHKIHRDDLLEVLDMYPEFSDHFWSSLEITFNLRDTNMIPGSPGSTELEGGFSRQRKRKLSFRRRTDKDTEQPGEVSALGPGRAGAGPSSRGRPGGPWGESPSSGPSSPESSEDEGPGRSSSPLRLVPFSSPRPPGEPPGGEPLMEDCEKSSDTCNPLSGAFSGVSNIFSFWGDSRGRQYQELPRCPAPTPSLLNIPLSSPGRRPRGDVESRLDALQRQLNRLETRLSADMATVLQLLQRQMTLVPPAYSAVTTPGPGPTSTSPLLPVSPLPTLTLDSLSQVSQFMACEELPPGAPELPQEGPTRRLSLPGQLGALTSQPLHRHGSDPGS
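U2OS cells transduced with wild-type KCNH2 virus are loaded with FluxOr dye for 45 min, and thallium flux is measured in kinetic reads before and after stimulation buffer. Rate constants are normalized to DMSO controls.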
* marks the source's active call; other numbers are inactive results. A portion of the library. The share of hits here may be higher or lower than overall.

SMILES | TCR act | KCNH2 3.1 block | KCNH2 WT inh
CC(=O)Nc1ccc(S(=O)(=O)NCCC(=O)OCC(=O)NC(C)c2ccc(Cl)cc2)cc1 (stereo not given) | -5% | -4 | -19
Cc1cc(NC(=O)COC(=O)[C@@H]2CCCN2C(=O)c2cccs2)no1 | 5% | 28 | -1
COc1cccc(N2[C@@H](CC(C)=O)c3cc(C(F)(F)F)ccc3S2(=O)=O)c1 | 4% | -16 | -1
Cc1ccc(S(=O)(=O)Oc2ccccc2[N+](=O)[O-])cc1 | -2% | 20 | 1
CCN1/C(=c2/s/c(=C3/C(=O)N(c4ccccc4)N=C3C)n(CC)c2=O)C=Cc2ccccc21 | 7% | -14 | -7
CC(C)(C)S(=O)N1Cc2ccc(CO)cc2[C@@H]1CCO (stereo not given in full) | -3% | -14 | 2
CCOC(=O)C1(C#N)Cc2ccccc2C1 | 0% | 8 | -11
CCc1ccc(N(C(=O)c2ccco2)C(C(=O)NC2CCCC2)c2ccco2)cc1 (stereo not given) | 2% | 7 | 22
COc1cc(CNc2ccc(S(N)(=O)=O)cc2)ccc1OCc1ccccc1F | -1% | -6 | -3
CCOC(=O)Cn1cnc(C)c1 | -5% | 15 | -1
COc1ccc([C@@H]2Sc3ccccc3NC(=O)[C@@H]2O)cc1 | -3% | -16 | 0
COc1cc(-c2noc(C)c2C(=O)N[C@@H](CO)Cc2ccccc2)cc(OC)c1OC | -3% | -4 | 6
C#CCOCCOCCOCCNc1nc(N2CCOCC2)nc(N2CCN(C(=O)[C@H](CCCCN)n3cc(CCC(=O)O)nn3)CC2)n1 | -4% | -4 | -27
CC1(c2ccccc2)NC(=O)N(CC(=O)Nc2ccc(S(=O)(=O)NC3=NCCCCC3)cc2)C1=O (stereo not given) | 2% | -13 | 1
Cc1ccc(NC(=O)COC(=O)CNC(=O)c2cccs2)cc1S(=O)(=O)N1CCOCC1 | 1% | -7 | -3
COCCCNC(=O)CSc1nc2ccc(N3CCOCC3)cc2c(=O)n1CCc1ccccc1 | 1% | 0 | -2
Nc1ccc2cc3ccccc3cc2c1 | 1% | -3 | -7
O=C(c1ccccc1)N1N=C(c2ccc(F)cc2)CC1c1ccc(F)cc1 (stereo not given) | -3% | -19 | 17
OCCOCCn1c(CCNc2nc(-c3ccc(F)cc3)cs2)nc2cc(C(F)(F)F)ccc21 | -2% | -2 | 7
c1ccc(Sc2ccccc2CN2CCCC2)cc1 | -7% | -3 | 20
CC(=O)Oc1c(Cl)cc(N(C(C)=O)S(=O)(=O)c2ccccc2)c2ccccc12 | -4% | 2 | -3
O=Cc1ccc([B-](F)(F)F)s1 | -1% | 8 | 1
CC(C)(C)OC(=O)N1CCN(Cc2ccc(F)c(B(O)O)c2)CC1 | 1% | 0 | 2
Cc1c(N(C)S(=O)(=O)c2ccc(Cl)c(C(=O)NCC3CCCO3)c2)c(=O)n(-c2ccccc2)n1C (stereo not given) | 0% | -5 | -14
CC1(C)CC(=O)C=C(Nc2cccc(C(F)(F)F)c2)C1 | 1% | -17 | -2
Cc1ccc(CNC(=O)C(=O)NCC2OCCN2S(=O)(=O)c2ccc(Cl)cc2)cc1 (stereo not given) | 10% | -3 | -1
C/C=C1\COC(C(=O)NCc2ccncc2)(C(F)(F)F)C=C1C=C1CCCCC1 (stereo not given) | -3% | 1 | -17
CCCCN1CC(=O)N2[C@@H]3c4cc(OC)ccc4OC[C@@H]3[C@H](C(=O)OCC)[C@]2(C)C1=O | -4% | -12 | -12
CCOC(=O)C1=NNC(=O)C1 | 2% | -2 | 4
Cc1ccc2cc(C#N)c(N3CCCN(S(=O)(=O)c4ccccc4)CC3)nc2c1C | -5% | -2 | -3

4 entries from above, set out differently.
Compound	TCR act	KCNH2 3.1 block	KCNH2 WT inh
Cc1ccc(CNC(=O)C(=O)NCC2OCCN2S(=O)(=O)c2ccc(Cl)cc2)cc1 (stereo not given)	10%	-3	-1
C/C=C1\COC(C(=O)NCc2ccncc2)(C(F)(F)F)C=C1C=C1CCCCC1 (stereo not given)	-3%	1	-17
CCCCN1CC(=O)N2[C@@H]3c4cc(OC)ccc4OC[C@@H]3[C@H](C(=O)OCC)[C@]2(C)C1=O	-4%	-12	-12
CCOC(=O)C1=NNC(=O)C1	2%	-2	4

More records
SMILES | TCR act | KCNH2 3.1 block | KCNH2 WT inh
O=c1[nH]nnc2cc(Cl)ccc12 | -3% | -3 | 4
COCc1cc(C)nc(SCc2ccc(Br)cc2)c1C#N | 9% | 8 | -5
CCOCCn1c(=O)c2c(nc3n2CCN3c2ccc(CC)cc2)n(C)c1=O | -1% | -6 | -5
O=C(NNc1ccccc1)Nc1cc(Cl)ccc1Cl | 1% | 3 | 0
Cc1csc(NC(C)c2nc3cc(Cl)c(Cl)cc3n2CCCO)n1 (stereo not given) | 2% | -80* | -9
COC(=O)Cn1c(=NC(=O)C2CC2)sc2c(C)cc(C)cc21 | 4% | -1 | -10
CSc1ncnc2[nH]ncc12 | 0% | 9 | 2
COc1cc(OC)c(C=NNC(=S)NC23CC4CC(CC(C4)C2)C3)c(OC)c1 | -5% | -29 | -41
Cc1c(Cc2ccccc2)c(=O)[nH]c(=O)n1C | -1% | 10 | 0
O=C(CSc1nnc2ccc(-c3ccccn3)nn12)N1CCCC1 | 5% | 7 | 11
O=C(O)c1ccccc1C(=O)c1ccc(F)c(F)c1 | 3% | 5 | -2
CC(=O)Nc1cc2c3ccccc3ccc2c2ccccc12 | 2% | 5 | -12
COc1ccc(-c2csc(NC(CO)c3nc4ccccc4n3CCCO)n2)cc1 (stereo not given) | -8% | -5 | 10
COc1ccc2c(ccc[n+]2[O-])c1 | 4% | -2 | -4
Clc1ccc(Oc2nc(N3CCOCC3)nc(N3CCOCC3)n2)c(C2CCCCC2)c1 | -1% | -3 | 57

Just KCNH2 3.1 block, for five of the compounds above:
| compound | KCNH2 3.1 block |
| --- | --- |
| Cc1csc(NC(C)c2nc3cc(Cl)c(Cl)cc3n2CCCO)n1 (stereo not given) | -80* |
| COC(=O)Cn1c(=NC(=O)C2CC2)sc2c(C)cc(C)cc21 | -1 |
| CSc1ncnc2[nH]ncc12 | 9 |
| COc1cc(OC)c(C=NNC(=S)NC23CC4CC(CC(C4)C2)C3)c(OC)c1 | -29 |
| Cc1c(Cc2ccccc2)c(=O)[nH]c(=O)n1C | 10 |

Continued.
SMILES | TCR act | KCNH2 3.1 block | KCNH2 WT inh
CC1CN=C(c2ccccc2)O1 (stereo not given) | -2% | -6 | 4
Cc1cc(C)c(C)c(S(=O)(=O)N2CCC(C(=O)N(C)Cc3nc4ccccc4c(=O)[nH]3)CC2)c1C | -20% | 2 | -9
COc1ccc(C2=CC(=O)CCC2)cc1 | 0% | 12 | 2
NC(=O)c1ccsc1NC(=O)CN1CCN(S(=O)(=O)c2ccccc2C(F)(F)F)CC1 | 2% | -13 | 18
c1ccc(CN2CCOCC2)nc1 | -5% | -5 | -11
CCOc1ccc(NS(=O)(=O)c2ccc(C(=O)N3CCC3)cc2)cc1 | -11% | 10 | -9
COc1ccc(CCNC(=O)COC(=O)CSc2ccc(C(N)=O)cc2[N+](=O)[O-])cc1OC | 3% | -17 | -1
Cc1ccc(C(=O)Nc2cccc(NC(=O)c3ccc(C)cc3)n2)cc1 | -3% | -5 | 1
COc1cc2c(cc1OC)NC(=O)C2 | -4% | -16 | -4
CN1C[C@@H]2[C@@H]3C(=O)N(Cc4ccccc4)C(=O)[C@@H]3[C@](Cc3ccccc3)(C1=O)N2C(=O)c1ccc(F)cc1 | 1% | -6 | -11
Cc1ccc(S(=O)(=O)C(NC(=O)c2ccccc2)=C(Cl)Cl)cc1 | 2% | 2 | -12
COc1cc2cc(-c3ccc(OC)c(OC)c3C)nc(N)c2cc1OC | -4% | -5 | -3
CC(SC(C)C(=O)NN=Cc1cccc(Cl)c1)C(=O)NN=Cc1cccc(Cl)c1 (stereo not given) | 2% | -7 | -11
CC(=Nc1ccccc1)C1=C(O)C(Cc2ccccc2)NC1=O (stereo not given) | 5% | 2 | 19
O=C(Cc1ccc(NC(=O)C2CCN(C(=O)c3ccccc3)CC2)cc1)Nc1cccc(C(=O)N2CCCC2)c1 | -4% | -36 | -5

Retrieved by compound from the entries so far (seven):
SMILES | TCR act | KCNH2 3.1 block | KCNH2 WT inh
Cc1ccc(C(=O)Nc2cccc(NC(=O)c3ccc(C)cc3)n2)cc1 | -3% | -5 | 1
Cc1cc(C)c(C)c(S(=O)(=O)N2CCC(C(=O)N(C)Cc3nc4ccccc4c(=O)[nH]3)CC2)c1C | -20% | 2 | -9
COc1cc2cc(-c3ccc(OC)c(OC)c3C)nc(N)c2cc1OC | -4% | -5 | -3
c1ccc(CN2CCOCC2)nc1 | -5% | -5 | -11
CCOc1ccc(NS(=O)(=O)c2ccc(C(=O)N3CCC3)cc2)cc1 | -11% | 10 | -9
CN1C[C@@H]2[C@@H]3C(=O)N(Cc4ccccc4)C(=O)[C@@H]3[C@](Cc3ccccc3)(C1=O)N2C(=O)c1ccc(F)cc1 | 1% | -6 | -11
CC(=Nc1ccccc1)C1=C(O)C(Cc2ccccc2)NC1=O (stereo not given) | 5% | 2 | 19

Some of these compounds in order of their number in TCR act, rising.
Compound	TCR act
c1ccc(CN2CCOCC2)nc1	-5%
CC1CN=C(c2ccccc2)O1 (stereo not given)	-2%
NC(=O)c1ccsc1NC(=O)CN1CCN(S(=O)(=O)c2ccccc2C(F)(F)F)CC1	2%

(further entries)
SMILES | TCR act | KCNH2 3.1 block | KCNH2 WT inh
CC(=O)OCC(=O)C1(O)CCC2C3CC(C)C4=CC(=O)C=CC4(C)C3=CCC21C (stereo not given) | -1% | -29 | -6
O=Cc1ccc(F)c([B-](F)(F)F)c1 | 3% | 6 | 2
CC(C)C[C@H]1CNC(=S)N1CC1CCN(CCC2CCCC2)CC1 | 1% | -28 | 53
C=CCN1C=C2C(=O)C(C)(OC(=O)c3cnc4ccccc4n3)C(=O)C=C2C=C1/C=C/COC (stereo not given) | 4% | 14 | 0
COc1cc([N+](=O)[O-])c2nc(C=NNC(N)=S)ccc2c1 | -8% | 2 | -10
O=C(Nc1ccccc1)N(CCc1ccncc1)C1CCCCC1 | -3% | -1 | -15
COc1cc(-c2nc3ccccn3c2/N=C/c2cc(OC)c(OC)c(OC)c2)ccc1O | 4% | -16 | 1
CCC1(C)CN=C(c2ccccc2)NC1 (stereo not given) | -1% | 6 | 3
CCOC(=O)CCC(NC(=O)c1ccc(Nc2nc3ccccc3nc2C(=O)OCC)cc1)C(=O)OCC (stereo not given) | -1% | 20 | -11
O=S1c2ccccc2Oc2ccccc21 | -1% | 9 | -1
CC(C=NNc1ccc([N+](=O)[O-])cn1)=Cc1ccccc1 | -2% | 15 | 7
CCOC(=O)c1c(NC(=O)CSc2nnc3c(n2)[nH]c2ccccc23)sc2c1CCN(C)C2 | 0% | -4 | 4
O=C1OC(c2ccccc2)=N/C1=C/c1cccc(OC(=O)c2cccs2)c1 | 5% | -2 | 0
COC(=O)CCCNC(=O)CCc1nnc(-c2ccc(-c3ccccc3)cc2)o1 | -2% | 3 | 4
COc1cc2oc3cc(C#Cc4ccc(N)cc4)ccc3c(=O)c2cc1OC | -5% | -1 | -3
CCN1C(=O)NC(c2ccccc2)(c2ccccc2)C1=O | -7% | -2 | 2
CC(OC(=O)C1CCN(S(=O)(=O)c2ccc3c(c2)OCCO3)CC1)C(=O)NC1(C#N)CCCCC1 (stereo not given) | -1% | 14 | 2
CC(=O)OC1CCC2(C)C3CCC4(C)C(C(C)=O)CCC4C3CC3OC32C1 (stereo not given) | 3% | 17 | 3
CCC(C)c1c(N)n(S(=O)(=O)c2ccc(C)cc2)oc1=O (stereo not given) | 1% | 28 | 3
Clc1ccc(C=NNc2ccccn2)c(Cl)c1 | -1% | 6 | 40
Cc1cc(O)cc(=O)n1Cc1ccccc1 | -7% | 0 | 4
COc1ccc(C(=O)C2CCCN(C(=O)c3ccc(OC)o3)C2)c(C)c1 (stereo not given) | 2% | -3 | 11
